# CF NFkB block – inhibitors of PAF-induced NF-kB signaling, primary screen, cell-based, GFP fluorescence, uHTS. KKLEB NF-kB-GFP reporter, GFP fluorescence overnight. inhibition, % at 5 µM. 0.86% of 360,000 active;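 active = at least 50% inhibition at 5 µM, scaled per plate between neutral and stimulator controls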;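 note: PAF is a Pseudomonas aeruginosa culture filtrate used as stimulus; plate controls were PAF-stimulated DMSO wells for no effect and unstimulated DMSO wells for full effect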
# TWEAK-Fn14 inh – inhibitors of TWEAK-Fn14 signaling, primary screen, luciferase reporter cells, uHTS; TWEAK-stimulated Fn14 reporter cells, luciferase luminescence, 8 h; inhibition, % at 10 µM; 2% of 360,000 active; in the data active = inhibition above about 50%
# NR5A2 inv ag – LRH-1 (NR5A2) inverse agonists, primary screen, cell-based, luminescence, HEK293T, StAR-luciferase reporter. Nuclear receptor subfamily 5 group A member 2 (Homo sapiens), O00482. LRH-1 transfected, 24 h. inhibition, % at 3.6 µM. 0.13% of 360,000 active;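 active = inhibition above the mean inhibition of all tested compounds plus 3 SD, cut at about 73% in these data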;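 note: 0% = DMSO wells and 100% = reporter-only cells lacking LRH-1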
# Target sequence (O00482 whole entry, looked up): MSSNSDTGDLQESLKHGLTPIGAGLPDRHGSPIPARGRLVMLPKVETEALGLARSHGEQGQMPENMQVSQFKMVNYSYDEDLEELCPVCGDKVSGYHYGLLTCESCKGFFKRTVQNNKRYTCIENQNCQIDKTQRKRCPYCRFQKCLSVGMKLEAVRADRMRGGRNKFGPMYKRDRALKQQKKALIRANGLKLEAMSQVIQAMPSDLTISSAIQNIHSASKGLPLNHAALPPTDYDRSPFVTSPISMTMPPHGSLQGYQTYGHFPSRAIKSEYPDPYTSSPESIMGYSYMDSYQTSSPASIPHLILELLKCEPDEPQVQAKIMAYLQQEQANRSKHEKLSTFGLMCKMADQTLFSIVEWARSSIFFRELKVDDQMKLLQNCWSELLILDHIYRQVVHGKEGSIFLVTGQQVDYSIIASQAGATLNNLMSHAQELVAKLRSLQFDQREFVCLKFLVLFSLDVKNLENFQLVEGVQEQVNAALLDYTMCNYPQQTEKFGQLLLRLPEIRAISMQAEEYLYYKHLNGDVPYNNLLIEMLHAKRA
# TROY NFkB inh – inhibitors of TROY-driven NF-kB signaling, primary screen, Q293 LMP1-TROYcd cells, NF-kB luciferase, uHTS; AID 1347056, 2019; 0.98% of 360,000 active; Q293 LMP1-TROYcd NF-kB luciferase reporter, 4 h; inhibition, % at 10 µM;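 active = compounds whose plate-normalised and pattern-corrected inhibition of the luciferase reporter signal at the single screening dose is 50% or more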
# LMP1 NFkB inh – EBV LMP1-driven NF-kappaB luciferase reporter inhibitors, primary screen, cell-based, luminescence, single point. LMP1-induced NF-kappaB luciferase reporter cells. inhibition, % at 12.5 µM. 0.69% of 350,000 active. AID 504558, 2011; in the data active = inhibition above about 41%;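 note: 0% = neutral control wells and 100% = reference inhibitor control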
# KKLEB tox – cytotoxicity in KKLEB CF airway cells, primary screen, cytotoxicity control for CF NF-kB inhibitor project, cell-based, uHTS, fluorescence assay plates. 0.36% of 360,000 active. KKLEB CF airway cells viability, ATPlite luminescence, overnight; hits give low values; cells stimulated with P. aeruginosa culture filtrate. activity change (cytotoxicity), % at 5 µM;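 active = corrected activity change at or below -50% at 5 µM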
# Shn3 3UTR inh – reduction of Shn3 3'UTR firefly luciferase signal, primary screen, Schnurri-3 inhibitor project, cell-based, Clone20 osteoblasts, set 2 | Clone20 osteoblast Shn3 3'UTR firefly luciferase, 24 h | inhibition, % at 12.5 µM | 0.52% of 360,000 active;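 active = mean inhibition of at least 75% with every replicate also reaching 75%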;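 note: 0% = median of neutral control wells and 100% = pilot-screen positive control compound; some compounds past the cut are filed as inactive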
# NR2F2 inh – NR2F2 transcriptional activity inhibitors, primary screen, cell-based, luciferase reporter, HEK293T, luminescence | COUP transcription factor 2 (Homo sapiens), P24468 | HEK293T NGFI-A luciferase reporter | inhibition, % at 8.6 µM | 0.7% of 370,000 active | AID 686940, 2013;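 active = inhibition above a per-plate cutoff, mean inhibition of test wells between control levels plus 3 SD, cut at about 38% in these data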;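 note: cells cotransfected with COUP-TFII expression vector driving the NGFI-A reporter; 0% = median of COUP-TF2 test wells and 100% = reporter-only cells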
# Target sequence (P24468 whole entry, looked up): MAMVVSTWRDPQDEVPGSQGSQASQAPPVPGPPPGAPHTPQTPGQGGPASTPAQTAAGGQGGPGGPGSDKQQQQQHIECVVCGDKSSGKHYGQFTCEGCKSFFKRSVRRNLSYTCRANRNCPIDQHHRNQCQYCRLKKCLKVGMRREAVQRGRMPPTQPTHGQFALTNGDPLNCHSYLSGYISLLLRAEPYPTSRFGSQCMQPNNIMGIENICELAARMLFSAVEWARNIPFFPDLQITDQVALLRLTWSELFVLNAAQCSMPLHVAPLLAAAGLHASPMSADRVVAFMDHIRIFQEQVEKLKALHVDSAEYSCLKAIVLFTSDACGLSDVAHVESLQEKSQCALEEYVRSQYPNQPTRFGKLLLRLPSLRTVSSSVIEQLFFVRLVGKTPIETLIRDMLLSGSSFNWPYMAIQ
# NCOA3 inh – SRC3 coactivator transcriptional activity inhibitors, primary screen, cell-based, luminescence; Nuclear receptor coactivator 3 (Homo sapiens), Q9Y6Q9; HEK293 GAL4-SRC3 luciferase reporter; inhibition, % at 3.6 µM; 0.17% of 360,000 active;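 active = inhibition above a per-campaign cutoff, the mean of all compounds plus 3 SD, cut at about 60% in these data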;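 note: 0% = DMSO-treated cells and 100% = gossypol-treated cells at 36 µM; higher means less SRC3-driven luciferase light from the GAL4 reporter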
# SRC1 inh – SRC1 coactivator transcriptional activity inhibitors, primary screen, cell-based, luminescence | Nuclear receptor coactivator 1 (Homo sapiens), Q15788 | HEK293 GAL4-SRC1 luciferase reporter | inhibition, % at 3.6 µM | 0.12% of 360,000 active | AID 588354, 2011;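 active = inhibition above the campaign mean plus 3 SD, with each screening campaign given its own cutoff, cut at about 60% in these data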;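 note: 0% = DMSO treated cells and 100% = gossypol at 36 µM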
# TRAIL sens C8 – viability loss with TRAIL in NB7+C8 cells, primary screen, TRAIL sensitizer project, cell-based, ATPlite luminescence; 1% of 360,000 active; inhibition (viability loss, TRAIL sensitization), % at 10 µM;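 active = compounds causing at least 50% loss of cell viability in the single-dose screen, relative to plate controls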
# The depositor's hits bear a star; . = not tested or not shown. These rows are one share of the data, so the mix of outcomes need not match the whole.
SMILES,CF NFkB block,TWEAK-Fn14 inh,NR5A2 inv ag,TROY NFkB inh,LMP1 NFkB inh,KKLEB tox,Shn3 3UTR inh,NR2F2 inh,NCOA3 inh,SRC1 inh,TRAIL sens C8
COc1ccc(/C=C(\C#N)C(=O)OCC(=O)NCc2ccccc2OC)cc1,24,-9,10,-10,-6,4,-3,-16,-4,-10,-29
CCN(CC(=O)Nc1c(F)cccc1F)C(=O)COc1cccc2c1OC(C)(C)C2,-5,-15,4,-7,1,9,-3,9,5,-22,-3
O=C1CCC(CCC(=O)N2CCCC(C(=O)c3ccc(Cl)cc3)C2)=NN1 (stereo not drawn),-20,8,-19,-18,-1,15,0,10,11,14,-1
COc1ccccc1CNC(=O)CNCCc1ccc(OC)c(OC)c1,-2,-13,-7,5,9,4,3,-17,-5,-8,-7
COc1ccc(-c2ccc(SCC(=O)N3CCN(c4ccccc4)CC3)nn2)cc1,6,-15,-2,3,-6,-4,7,1,-11,-4,6
O=C1NC(c2ccc(Br)cc2)=N/C1=C/c1ccco1,7,11,-56,-1,-32,-8,11,-11,-90,-134,-6
Cc1ccc(-c2nn(-c3ccccc3)cc2C(=O)Nc2ccc(C)c(S(=O)(=O)N3CCOCC3)c2)cc1,-3,5,3,12,-9,-4,16,-1,8,-5,-3
O=C1OC(Cc2ccccn2)C(=O)C1=C1SCCS1 (stereo not drawn),-2,3,-1,-40,-1,2,-5,-7,7,-62,-5
Cc1onc(-c2ccccc2)c1C(=O)OCC(=O)N(C)c1ccccc1,-4,7,-21,-20,-4,-16,4,-12,-8,-10,-8
COc1ccc2c(c1)[N+](C)(C)C(C)(C)C=C2C,1,-14,17,0,4,4,-3,25,8,15,-6
CCOC(=O)c1cnc2c(C)c(Cl)ccc2c1NCCCN1CCOCC1,-17,-44,8,-14,-26,-4,-4,1,-1,12,12
CCc1nc2c(OCc3ccc(C(=O)N(C)C)cc3)cccn2c1N(C=O)Cc1ccccc1,5,4,-1,2,.,-12,-1,-5,-19,-2,-3

# Single records, as listed above.
# Cc1ccc(-c2nn(-c3ccccc3)cc2C(=O)Nc2ccc(C)c(S(=O)(=O)N3CCOCC3)c2)cc1 is entered as CF NFkB block = -3; TWEAK-Fn14 inh = 5; NR5A2 inv ag = 3; TROY NFkB inh = 12; LMP1 NFkB inh = -9; KKLEB tox = -4; Shn3 3UTR inh = 16; NR2F2 inh = -1; NCOA3 inh = 8; SRC1 inh = -5; TRAIL sens C8 = -3
# CCN(CC(=O)Nc1c(F)cccc1F)C(=O)COc1cccc2c1OC(C)(C)C2 is entered as CF NFkB block = -5; TWEAK-Fn14 inh = -15; NR5A2 inv ag = 4; TROY NFkB inh = -7; LMP1 NFkB inh = 1; KKLEB tox = 9; Shn3 3UTR inh = -3; NR2F2 inh = 9; NCOA3 inh = 5; SRC1 inh = -22; TRAIL sens C8 = -3

# (continued)
SMILES,CF NFkB block,TWEAK-Fn14 inh,NR5A2 inv ag,TROY NFkB inh,LMP1 NFkB inh,KKLEB tox,Shn3 3UTR inh,NR2F2 inh,NCOA3 inh,SRC1 inh,TRAIL sens C8
O=C(COc1ccccc1)Nc1nc2c(s1)CCCC2,-1,-64,-73,-37,-32,10,-107,-61,-146,-106,21
Cc1cc(C)cc(NC(=S)N2CCN(c3ccc(F)cc3)CC2)c1,3,-1,4,21,0,1,16,1,9,3,-11
Clc1cccc(-c2nc(-c3ccc(-c4nn[nH]n4)cc3)no2)c1,-1,-33,-18,-38,1,23,-35,-15,-12,-11,1
Cc1onc(-c2ccccc2)c1CNC(=O)Nc1ccc(C(F)(F)F)cc1,-2,9,-2,50*,22,-9,-2,0,15,2,7
CC(=O)N1c2ccc(S(=O)(=O)N3CCCC3)cc2CC1C(=O)NCc1ccc(OC(C)C)cc1 (stereo not drawn),1,0,-11,-15,0,0,-10,14,5,2,-7
O=C(Cc1cc(=O)[nH]c(=O)[nH]1)N1CCN(C(=O)c2ccco2)CC1,-24,4,6,-15,-19,2,18,2,0,15,-16
CC1CC(C)CN(C(=O)Nc2ccc(Br)cc2)C1 (stereo not drawn),2,-1,1,0,-8,-3,-8,-11,-18,9,-1
COc1ccc(N2CCN(c3ncnc4c3nnn4Cc3ccccc3Cl)CC2)cc1,15,16,12,5,16,-4,48,-1,2,5,19
C[C@@H](CN1CCC[C@H]1CN1C(N)=NC[C@@H]1Cc1ccccc1)N1C[C@@H](Cc2ccccc2)N(CCc2ccc(Cl)c(Cl)c2)C1=N,-6,-19,-9,-8,-2,-2,5,.,6,5,-16
CCCCN(C)Cc1c(O)ccc2c(=O)c(-c3ccccc3OC)coc12,-24,-11,-6,-1,-3,-2,-42,-4,-7,3,-13
Cc1oc2c(c1C(=O)Nc1ccc(C(=O)O)cc1)CCCC2,0,-9,0,-16,-1,0,0,1,1,-78,-26
O=C(NC1CCCc2ccccc21)c1cccnc1 (stereo not drawn),-4,2,1,16,10,6,3,0,-7,-30,-5
C=CCn1c(SCC(=O)Nc2nnc(CC)s2)nnc1-c1ccco1,2,-2,16,-16,16,2,-19,20,21,9,15
O=S1(=O)CCN(C2CC2)CC1,-5,-9,-1,-6,-3,-10,-10,3,-11,-5,-10
CCOc1ccccc1NC(=O)C1C(c2ccccc2)C1(Cl)Cl (stereo not drawn),-20,8,-22,11,3,1,16,-6,-4,-22,8
C=CCc1ccccc1OCC(=O)NNC(=S)NCc1ccccc1,9,19,-18,21,-12,8,12,0,10,14,-3
C=CCN(c1ccccc1)S(=O)(=O)c1c(C)[nH]c(=O)[nH]c1=O,-17,4,8,-7,1,3,-5,-16,-1,3,-6
COc1c(C)cc(C(=O)C2CCCN(C(=O)c3cc4nc(C)cc(C)n4n3)C2)cc1C (stereo not drawn),8,-2,-7,-3,-14,14,-12,-2,-13,-6,-4
COc1ccc(C(=O)/C=C/c2ccccc2F)c(OC(=O)c2ccc([N+](=O)[O-])cc2)c1,-8,29,-10,16,6,3,-30,7,-33,-35,4
COc1cc(CO)ccc1Oc1nnnn1-c1ccc(C(N)=O)cc1,7,11,-6,-2,2,-1,2,-17,-17,5,4
COc1ccc(NC(=O)c2ccccc2SCc2ccccc2)cc1,-2,-5,7,-16,-2,-9,25,23,-18,2,-7
OC(c1ccccc1)C(NCc1ccccc1)c1ccccc1 (stereo not drawn),-29,9,-15,-3,-9,-1,-15,0,13,-5,-1
O=C(NC(=S)NCc1ccc(Cl)cc1)c1ccco1,-25,-5,6,-2,-3,10,-24,0,8,-8,16
COC(=O)c1c(NC(=O)Cn2nc(C(F)F)cc2C(F)F)sc(C)c1C,-3,19,-1,-26,-7,0,-11,-6,7,16,-5
O=C(Nn1c(-c2ccc(F)cc2)nc2ccccc2c1=O)c1cccnc1,1,13,-12,0,-1,-8,1,3,9,-25,2
Cc1nn(CC(=O)NC2(C)CCS(=O)(=O)C2)c(C)c1S(=O)(=O)N(C)C (stereo not drawn),29,10,-2,0,-11,-8,-10,-8,11,4,11
Cc1nn(C)c(C)c1S(=O)(=O)N(CC(=O)Nc1ccccn1)c1ccc(C(C)C)cc1,8,10,-3,-19,3,-2,-5,-56,-14,6,-3
O=C(CN1C(=O)C2C3C=CC(C3)C2C1=O)NC1CCCc2ccccc21 (stereo not drawn),7,7,-1,-2,-3,6,-8,15,1,-2,-8
COc1cccc2cc(C(=O)NCCc3c[nH]c4ccccc34)c(=O)oc12,13,-20,-12,-11,-2,-14,-16,-18,9,-4,5
COc1ccc(NC(=O)C2CC(c3cccc(Br)c3)=NO2)cc1OC (stereo not drawn),18,-2,-6,31,3,-2,-3,7,10,-12,-14
Cc1ccc(C(C(=O)NCc2ccco2)N(C(=O)CNC(=O)c2cccs2)c2c(C)cccc2C)cc1 (stereo not drawn),0,-12,4,15,-4,-5,31,-6,-12,9,-11
CCC(C)(C)NC(=O)CN(C(=O)c1ccc(N2CCCC2)nc1)c1ccc(F)cc1,-5,16,-14,-12,8,3,-3,13,-3,-18,-4
CCCCC1CCC(C(=O)N(CCC(C)C)c2c(N)n(CCCC)c(=O)[nH]c2=O)CC1 (stereo not drawn),-4,12,-2,-20,-34,-1,0,10,-2,3,52*
Clc1ccc(-c2c(C3=NCCCN3)nnn2-c2ccc(Cl)cc2)cc1,9,-16,5,-17,8,-6,-4,-14,5,-4,10
O=C(C(Cc1ccc(Cl)cc1)NS(=O)(=O)c1ccccc1)N1CC[C@@]2(O)CCCC[C@H]2C1 (stereo partly drawn),-5,6,-3,4,-2,1,13,17,7,12,-5
O=C(NCc1ccco1)c1cccn2c(=O)c3c4c(sc3nc12)CCCC4,-14,8,9,7,2,-5,9,11,1,7,5
O=C(CSc1ncn[nH]1)Nc1nc(-c2ccccc2)cs1,-5,4,-5,5,-7,20,-16,6,21,4,-7
CCc1ccc([C@@H]2CC=C(C(=O)O)[C@H](c3ccc(F)cc3)N2S(=O)(=O)c2ccc(C)cc2)cc1,23,0,0,20,3,6,-31,-1,6,1,6
COc1ccc(CNS(=O)(=O)c2ccc(F)c(C(=O)Nc3ccccc3OC)c2)cc1,15,4,-14,6,4,-2,4,6,13,-4,-3
Cc1ccc2cc(C(c3nnnn3C(C)(C)C)N3CCCCCC3)c(=O)[nH]c2c1 (stereo not drawn),8,10,-17,-11,0,-9,13,.,12,4,-3
CCOC(=O)NC(=O)c1cn(Nc2ccccc2C(F)(F)F)c(=O)[nH]c1=O,-11,7,-3,4,-2,4,.,5,7,6,11
Cc1ccc(S(=O)(=O)Nc2ccc3c4c(cccc24)CC3)c(C)c1,15,32,-7,15,-1,-3,13,-1,2,-10,-6
CCN(C(=O)COC(=O)CCCc1nc2ccccc2s1)c1c(N)n(Cc2ccccc2)c(=O)[nH]c1=O,6,-1,7,2,-8,-22,-4,13,10,-18,-2
COc1cccc(N/C=C/C(=O)c2ccc(OC)c(OC)c2)c1,16,-23,-85,-22,-5,6,-128,-48,-75,-68,-23
COc1ccccc1NC(=O)Cn1nnc(-c2ccccc2NC(=O)c2cnccn2)n1,-12,13,-1,8,8,9,66,2,8,-2,1
O=C(COC(=O)c1ccccc1O)Nc1cccc(S(=O)(=O)NC2=NCCCCC2)c1,-21,-5,-16,10,5,22,-8,-24,18,-26,4
CCN(Cc1ccccc1)C(=O)c1cc2c(OC)c(OC)c(OC)cc2[nH]1,-23,-2,1,18,.,6,11,9,7,-6,-1
Cc1ccc(OCc2n[nH]c(=S)n2-c2ccccc2)cc1,-5,-4,-12,-10,1,4,-14,-11,7,-3,-2
COc1cc2ccccc2cc1C(=O)Nc1ccc(Cc2ccncc2)cc1,-26,43,-17,15,-5,2,13,10,7,-9,-1
OC(CNCC1CCCO1)Cn1c2ccc(Br)cc2c2cc(Br)ccc21 (stereo not drawn),37,18,-9,16,-27,-25,31,7,-11,-2,21

# High-throughput results as filed in PubChem BioAssay.
